GC-A act = GC-A (human) enzyme activation. P16066. HEK293 GC-A cells, cGMP TR-FRET, EC30 ANP; 0% at EC30 ANP, 100% saturating ANP. activation, % at 10 µM. hit rate 0.14% among 370,000. AID 1671463; in the data active = activation above about 40%
sPLA2-III inh = Inhibits HGIII-sPLA2 liposome hydrolysis, primary screen. QFRET BODIPY PC-A2 liposome hydrolysis, fluorescence. inhibition, % at 12.2 µM. hit rate 0.56% among 370,000. AID 743126;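 active = inhibition above mean plus 3 SD of compounds lying within the high and low control bounds, cut at about 19% in these data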;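 also: 0% = median of test compound wells and 100% = no enzyme DMSO wells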
Target sequence (Q9NZ20 whole entry, looked up): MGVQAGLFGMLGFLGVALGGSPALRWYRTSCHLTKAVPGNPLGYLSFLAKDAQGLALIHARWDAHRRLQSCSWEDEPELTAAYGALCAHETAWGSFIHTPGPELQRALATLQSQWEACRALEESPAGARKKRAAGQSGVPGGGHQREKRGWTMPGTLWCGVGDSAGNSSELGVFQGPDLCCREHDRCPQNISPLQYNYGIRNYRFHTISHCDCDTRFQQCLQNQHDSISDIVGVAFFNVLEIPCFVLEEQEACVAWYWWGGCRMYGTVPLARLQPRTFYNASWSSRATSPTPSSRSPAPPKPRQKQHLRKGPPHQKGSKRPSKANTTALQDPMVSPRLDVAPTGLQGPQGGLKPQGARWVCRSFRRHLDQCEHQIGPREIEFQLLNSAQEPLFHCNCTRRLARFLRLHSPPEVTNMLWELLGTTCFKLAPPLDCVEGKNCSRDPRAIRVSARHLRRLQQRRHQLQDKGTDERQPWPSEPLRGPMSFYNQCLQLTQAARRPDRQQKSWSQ
SMARCA2 activ = increases SMARCA2 function in MMTV reporter cells | activation, % at 9.1 µM | hit rate 1% among 370,000 | MG213 cells, MMTV-luciferase reporter, dexamethasone, overnight | AID 652017; in the data active = activation above about 7.8%;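 also: 0% = vehicle wells and 100% = reference activator wells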
hgDAF-12 ag = hgDAF-12 agonism, primary luciferase screen | activation, % at 6.8 µM | hit rate 1.8% among 370,000 | AID 687014 | HEK293 GAL4-hgDAF12 UAS-luciferase reporter, agonist luminescence; normalized to butyrate control;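 active = activation above a cutoff set at the mean of all screened compounds plus 3 SD, cut at about 10% in these data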;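 also: 0% = DMSO wells and 100% = sodium butyrate wells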
GAA850 FXN act = increases GAA850 frataxin promoter reporter activity; HEK293 lucGAA850 FXN promoter luciferase reporter, 24 h; percent of 10 µM SAHA response; hit rate 0.56% among 360,000; AID 540364; activation, % at 6 µM;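 active = activation above the average of all compounds screened plus 3 SD, cutoff fixed separately per campaign, cut at about 7.5% in these data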;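 also: 0% = DMSO wells and 100% = 10 µM SAHA wells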
GC-B act = GC-B (human) receptor activation | HEK293-GC-B cells, CNP EC30, cGMP TR-FRET; 0% at EC30 CNP, 100% saturating CNP | activation, % at 10 µM | hit rate 0.11% among 370,000 | AID 1920062;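 active = activation at 10 µM reaching about 35% in either raw or pattern-adjusted values, limit read from the data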
DAX1 inh-1 = NR0B1 (DAX1) inhibition; hit rate 0.99% among 340,000; inhibition, % at 6.75 µM; AID 504766; HEK293 Gal4-DAX1 luciferase reporter, luminescence; P51843;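 active = inhibition above the mean over all tested compounds plus 3 SD, cut at about 4.2% in these data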;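 also: 0% = DAX1-transfected cells with DMSO and 100% = empty-vector control cells with DMSO; inhibition shows as a rise in luminescence from relieved DAX1 repression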
Target sequence (P51843 207-470 limits assumed): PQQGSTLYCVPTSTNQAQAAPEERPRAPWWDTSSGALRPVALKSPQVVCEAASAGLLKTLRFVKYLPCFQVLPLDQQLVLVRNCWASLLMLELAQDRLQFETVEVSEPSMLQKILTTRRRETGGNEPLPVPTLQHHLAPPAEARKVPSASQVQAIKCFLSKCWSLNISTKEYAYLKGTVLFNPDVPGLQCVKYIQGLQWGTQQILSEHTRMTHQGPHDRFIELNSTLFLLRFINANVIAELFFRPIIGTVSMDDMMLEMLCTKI
hcDAF-12 act = H. contortus DAF-12 activation, primary screen. hit rate 1.4% among 370,000. HEK293 hcDAF-12 lit1-tk-luc reporter, luminescence; 0% DMSO, 100% Δ7-dafachronic acid. activation, % at 6.8 µM;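 active = activation above the mean of all tested compounds plus 3 SD, cut at about 5.5% in these data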;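 also: 100% = response to 3 µM Δ7-dafachronic acid high control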
ssDAF12 agonist = activators of S. stercoralis DAF-12 nuclear receptor. hit rate 1% among 370,000. AID 652126. HEK293 ssDAF-12/GRIP1 lit1-tk-luc reporter, luminescence; % of 3 µM dafachronic acid response. activation, % at 6.8 µM;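 active = activation above the mean over all tested compounds plus 3 SD, cut at about 0.9% in these data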;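 also: 0% = DMSO-only wells and 100% = 3 µM delta7-dafachronic acid wells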
proKLK7 act = activates the human kallikrein-7 zymogen. activation, % at 7 µM. hit rate 0.9% among 370,000. purified proKLK7, EDANS-DABCYL substrate fluorescence; 100% is mature enzyme control, 0% vehicle. P49862;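 active = activation above the mean of all tested compounds plus 3 SD, computed per campaign excluding outliers beyond control limits, cut at about 13% in these data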
Target sequence (P49862 whole entry, looked up): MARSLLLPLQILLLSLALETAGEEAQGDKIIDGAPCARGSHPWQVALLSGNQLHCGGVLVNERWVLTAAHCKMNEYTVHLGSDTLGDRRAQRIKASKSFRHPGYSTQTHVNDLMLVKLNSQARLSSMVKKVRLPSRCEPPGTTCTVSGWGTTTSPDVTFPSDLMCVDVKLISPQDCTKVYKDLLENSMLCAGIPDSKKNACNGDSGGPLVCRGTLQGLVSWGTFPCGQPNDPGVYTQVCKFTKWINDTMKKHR
DAX1 inh-2 = blocks DAX1 repression of SF-1 activated StAR promoter | HEK293T StAR-luciferase reporter, SF-1/DAX-1 repression relief | inhibition, % at 6.8 µM | hit rate 1.1% among 370,000 | AID 652010;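 active = inhibition above the mean over all tested compounds plus 3 SD, cut at about 3.6% in these data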;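 also: 0% = DAX-1 cells with DMSO and 100% = cells lacking DAX-1 with DMSO; higher inhibition means more luminescence from relief of DAX-1 repression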
* hit, by the source's call; . = no result given.

SMILES	GC-A act	sPLA2-III inh	SMARCA2 activ	hgDAF-12 ag	GAA850 FXN act	GC-B act	DAX1 inh-1	hcDAF-12 act	ssDAF12 agonist	proKLK7 act	DAX1 inh-2
CC1CCN(C(=O)Cn2ncc3c([nH]c4ccccc43)c2=O)CC1	3	2	-4	-2.6	-2.1	4	0.5	0.5	-0.9	-0.7	-0.1
COC(C)(C)[C@]12CC(O)(C(C)C)ON1[C@H]1CCCCC1N2O (some centres not stated)	-1	5	-2	0.4	-1.5	-1	0.8	-0.7	-1.3	-0.7	0.5
Cc1ccc(CN2C(=O)c3ccccc3C2C(=O)NCC2CCCO2)cc1 (configuration not stated)	-5	3	-5	-2.5	-1.2	7	0.6	-0.7	-0.7	0.3	0.4
O=C(Nc1cccc([N+](=O)[O-])c1)Nc1ccc2c(c1)OCCO2	2	-20	-2	13*	-0.9	1	2.8	3.5	0.3	0.2	1.8
O=C(CSc1nnc(-c2ccc(OC(F)F)cc2)o1)NC(=O)NCc1ccco1	-2	-6	-5	-0.5	1.8	3	-0.4	-0.2	-1.5	-0.4	-0.3
COc1ccccc1C(=O)CN1C(=O)NC2(CCc3ccccc32)C1=O (configuration not stated)	0	3	2	3.2	2.8	3	0.1	-2.1	-0.9	0.0	0.2
CCCCC(=O)Oc1cc(C)[nH]c(=O)c1[N+](=O)[O-]	5	21*	0	-0.1	2.9	8	-0.3	1.7	-0.7	-0.3	-0.1
CC(NS(=O)(=O)c1ccccc1)c1n[nH]c(=S)n1-c1ccccc1 (configuration not stated)	-2	6	-2	-0.2	1.7	-10	-0.4	0.1	-2.1	-0.2	0.1
CCCCCCCCN1C(=O)[C@@H](CC(=O)N2CCOCC2)C[C@@]2(C(=O)OC)C1=C[C@H](C(C)C)O[C@@H]2C1CC1	1	-2	1	-2.2	.	-3	.	0.7	-1.3	0.6	-0.1
O=C(Nc1ccc(Oc2cccnc2)cc1)C1CCCCN1Cc1ccc(CO)o1 (configuration not stated)	-2	-7	2	2.3	2.5	-2	0.3	-1.0	-0.8	0.3	-0.3
Cc1ccc(S(=O)(=O)NCCC(=O)NCCSc2ccc(Br)cc2)cc1	-1	-10	-2	-0.4	2.3	5	0.5	-0.5	-0.2	0.3	0.3
COc1ccc(/C=C/C(=O)c2ccncc2)c2ccccc12	-7	-4	-2	-5.1	1.4	2	-2.0	-0.6	-1.6	0.0	-1.9
CCOC(=O)C1CCN(CC(=O)Nc2cc(C)nn2-c2nc3ccccc3s2)CC1	-4	7	-7	0.5	1.3	5	0.3	3.3	-0.1	-0.3	0.1
O=C(O)C(CCc1ccccc1)(Cc1ccccc1)C(=O)O	0	2	-2	0.1	0.5	8	-1.6	0.2	-0.6	0.2	1.2
CN(CC(=O)Nc1ccc(C(N)=O)cc1)S(=O)(=O)c1ccc2c(c1)OCCO2	2	-7	1	-3.6	-1.8	-4	-1.1	-0.8	-0.8	-0.2	-0.2
CCN1C(=O)CSC1=Nc1ccc(Cl)c(Cl)c1	3	-14	-2	0.8	1.4	2	0.9	-0.8	-1.6	0.0	-0.5
CN(C)c1ccc(/C=C2\N=C(C(C)(C)C)OC2=O)cc1	-3	12	-1	-0.7	1.4	-1	0.8	-1.0	-1.0	2.0	-0.4
Cc1c(CCO)c(=O)n(-c2ccccc2)n1S(=O)(=O)c1ccc(F)cc1	-3	-5	-3	0.1	0.0	1	0.7	-1.5	-1.2	-0.7	-0.6
O=C(NCCNC1CCC(c2ccccc2)CC1)c1cccs1 (configuration not stated)	-23	-6	-5	2.0	2.2	-10	0.4	-1.2	-1.6	-0.3	-0.2
C[N+](C)=C1SCC(C)(/C=N/O)S1 (configuration not stated)	2	-3	-2	1.6	0.6	4	1.9	-1.9	-0.6	-0.1	0.1
CC1CN(C(=O)CCC(=O)N2CCCCC2)c2ccccc2O1 (configuration not stated)	5	4	-4	-0.5	1.2	-2	1.4	-0.3	-0.1	-0.1	-0.5
CN(CC1CCOCC1)C(=O)CC1C(=O)NCCN1CC1CCCCC1 (configuration not stated)	-2	-2	-1	1.6	-0.9	4	5.7*	-2.9	-1.0	-0.3	-0.5
COc1ccc(S(=O)(=O)NC(=O)C2(C)CCN2C(=O)c2ccc(C(F)(F)F)nc2C)cc1 (configuration not stated)	0	0	-1	6.6	1.9	-3	.	-0.3	-1.0	-0.2	-0.1
COc1cc(C(=O)NCCC(=O)N2CCN(C)CC2)cc(OC)c1OC	1	4	5	-1.1	-1.9	3	0.1	-2.2	-1.8	-0.3	-0.6
Cc1[nH]n(-c2ccccc2)c(=O)c1N=Nc1ccc(Cl)cc1	0	2	1	1.9	0.1	-6	0.1	8.6*	-0.4	0.2	-0.4
Continued.
SMILES	GC-A act	sPLA2-III inh	SMARCA2 activ	hgDAF-12 ag	GAA850 FXN act	GC-B act	DAX1 inh-1	hcDAF-12 act	ssDAF12 agonist	proKLK7 act	DAX1 inh-2
COCCNC(=O)CN(C(=O)CCC(=O)Nc1cc(C)on1)c1cccc(C)c1C	-1	3	-4	-2.7	-2.1	4	-1.6	0.8	-0.7	0.0	0.0
S=C(NCCc1ccccc1)N1CCCCC1	1	11	6	8.5	1.4	-2	1.7	0.7	-1.2	-0.1	2.1
O=C(COc1ccccc1[N+](=O)[O-])Nc1cccnc1	-1	2	1	7.0	2.1	-2	0.8	-1.2	-1.4	0.2	1.0
CCOC(=O)C1CCN(C(=O)Cn2nc(C)n3nc(-c4ccc(OC)cc4)cc3c2=O)CC1	1	-3	2	0.2	0.0	5	-1.2	-0.8	-0.7	-0.2	-0.1
O=C(NNS(=O)(=O)c1ccc(Cl)cc1)c1cccs1	2	-3	-1	-2.1	0.4	-1	-0.7	0.6	-0.1	-0.7	-0.2
CC(=O)NCCc1nc2cc(NC(=O)c3ccccc3)ccc2n1C	1	5	0	7.9	2.7	3	1.2	4.0	-0.5	0.0	1.2
O=C(CSc1nnc(-c2ccccc2)o1)N1CCCCC1	-2	1	4	9.9	3.1	1	1.5	3.5	-0.7	0.1	1.4
O=C(NN=Cc1ccc(OC(F)F)cc1)c1ccc(NS(=O)(=O)c2cccs2)cc1	-3	-2	0	2.9	2.1	-1	1.7	-0.7	-1.0	-0.4	2.5
O=C(NCc1nnc(SCC(=O)N2CCOCC2)o1)c1ccccc1F	1	1	1	-1.7	0.5	1	0.7	2.1	-0.4	0.2	0.1
CCCCc1ccc(S(=O)(=O)NCCCN2CCCC2=O)cc1	-1	-4	1	-2.1	0.8	3	1.1	-2.1	-1.5	-0.2	-3.2
Cc1ccc(Cl)cc1N1CCN(C(=O)CCS(=O)(=O)c2cccc3nonc23)CC1	-6	1	0	-4.9	1.2	-8	-0.4	-0.8	-1.6	-0.5	-0.5
O=C(NCCN1CCOCC1)c1cc2ccccc2[nH]1	2	10	3	2.0	-1.3	-1	-0.7	-2.0	-0.3	-0.2	-0.2
CCOC(=O)c1sc(NC(=O)CSC(=S)N2CCN(C)CC2)nc1C	0	5	1	0.5	1.2	-8	-1.9	-2.0	-1.6	0.1	0.0
COc1ccc(NC(=O)Cn2c(-c3ccccc3)cc(C(C)=O)c2C)c(OC)c1	-10	-2	-2	-1.4	1.6	-12	-1.4	0.1	-0.9	0.3	0.0
COc1ccc(NC(=O)CSC2=C(C#N)C(c3ccco3)C(C(=O)Nc3nc4ccccc4s3)=C(C)N2)cc1 (configuration not stated)	-3	-20	1	0.5	-1.8	-5	-0.4	-1.1	-0.6	-21	-0.9
CCCCCCCCN1C(=O)[C@H](CC(=O)NCCC(C)C)C[C@@]2(C(=O)OC)CC(C)(C)CC=C12	0	-5	-1	1.9	.	11	.	-0.4	-1.1	0.6	-0.4
COc1cc2nc(CSc3ncn[nH]3)[nH]c(=O)c2cc1OC	3	5	-1	-3.1	-0.8	-2	2.2	-1.5	-0.4	-0.3	-0.2
Cc1ccc(/C=C/c2ccc(=O)n(Cc3ccc(F)cc3)n2)cc1	-4	-4	2	-0.4	3.1	1	0.5	-1.6	-0.3	-7.4	-0.1
CCOc1ccc(S(=O)(=O)NCc2ccccn2)c(C)c1C	-2	7	2	-1.0	0.0	1	0.3	-0.7	-1.0	-0.6	0.3
CCC1(c2ccc(Cl)cc2)NC(=O)N(CC(=O)NC2(C#N)CCCCC2)C1=O (configuration not stated)	0	-10	4	0.8	-0.1	5	-0.3	1.1	-1.0	-0.5	0.3
Cc1cc(C)cc(N(C(=O)c2cc3ccccc3oc2=O)C2C=CS(=O)(=O)C2)c1 (configuration not stated)	-19	-9	-1	-2.6	3.6	-11	-0.9	2.6	-1.1	-0.4	-0.1
NNc1nc2sc3c(c2c(=O)n1Cc1ccccc1)CCC3	15	-8	3	1.8	0.7	29	1.1	1.1	-1.5	0.7	0.7
O=C(N/N=C/c1cn(CCOc2ccccc2)c2ccccc12)c1ccncc1	0	-14	-3	0.4	-1.5	7	-0.5	-2.6	-1.1	0.1	-0.3
COc1cc2nc(NC(=O)c3ccc(Cl)cc3)[nH]c(=O)c2cc1OC	-4	8	-2	-3.6	-0.1	-3	-0.9	-1.1	-1.1	0.5	0.3
CCCCC(OC(=O)c1cc2occc2n1C)C(=O)NCC1CCCO1 (configuration not stated)	-5	4	-1	-1.8	-0.6	-5	0.5	0.6	-1.3	-0.8	-0.6
Additional results
SMILES	GC-A act	sPLA2-III inh	SMARCA2 activ	hgDAF-12 ag	GAA850 FXN act	GC-B act	DAX1 inh-1	hcDAF-12 act	ssDAF12 agonist	proKLK7 act	DAX1 inh-2
CCOc1ccc(Br)cc1CSC(=N)N	-19	35*	-6	-0.2	1.8	-18	-1.8	-3.3	-2.7	0.0	-2.3
CCOC(=O)c1cnc(SCC(=O)NCc2ccco2)nc1N	0	-7	-2	1.9	0.7	2	1.5	0.2	-1.0	-0.6	-0.3
CC(C)COC(=O)N1CCCCC1c1cc(C(=O)NC(C)C)no1 (configuration not stated)	-2	6	-3	-0.1	1.6	3	.	-1.5	-1.3	0.5	-0.3
O=C(CNC(=O)c1ccccc1F)NCC(c1cccs1)N1CCOCC1 (configuration not stated)	-1	13	-1	3.8	1.5	-3	-0.2	-0.2	-1.1	-0.7	0.3
CC(C)[C@H](NC(=O)c1ccc(Cl)cc1)C(=O)OCC(=O)N1CCN(c2ccccc2)CC1	0	-6	-1	0.0	0.9	3	-1.3	-0.3	-1.5	0.0	-7.2
O=C(Nc1ccc(Cl)c(Cl)c1)N1CCC(N2CCCCC2)CC1	8	1	0	-0.3	-1.2	-8	1.0	-1.1	-1.7	-0.3	0.9
Cc1cc(C)cc(N2CCCn3c2nc2c3c(=O)n(CCN3CCOCC3)c(=O)n2C)c1	9	13	-2	-2.6	0.8	10	-0.7	-2.0	-1.1	0.1	0.6
CC(C)NC(=O)CC1Nc2c3ccccc3nc(=S)n2C1=O (configuration not stated)	2	14	-3	-0.3	1.4	5	-0.3	-0.3	-0.6	-0.4	-0.7
O=C(CN1C(=O)NC2(CCCCC2)C1=O)Oc1ccc2ccc(=O)oc2c1	-3	11	1	-0.9	-1.3	-3	-0.6	1.0	-0.1	127*	-0.8
